High-throughput results as filed in PubChem.
Mito fusion act – inhibitors of mitochondrial division or activators of mitochondrial fusion. S. cerevisiae fusion-defective mutant growth rescue, CellTiterGlo 48 h. Potency, µM (top dose mostly 46.1 µM), for the others: top-dose growth rescue (activation), hits mostly activators. 320,000 compounds, 0.23% hits;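 note: potency is the fitted concentration of half-maximal effect; % of control where 0% means no effect; nearly all actives have a fitted effect of over 45% in size; temperature-sensitive fusion mutants such as fzo1-1 at 37 °C on non-fermentable ethanol glycerol medium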
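Yeast fusion mutant, YPEG (non-fermentable carbon), compound, 48 h at 37C non-permissive; CellTiterGlo added, 10 min RT, luminescence read. Rescued growth = division inhibition.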
NPC1 prom act – activators of NPC1 promoter. 320,000 compounds, 2.4% hits. Huh7 NPC1 promoter luciferase reporter, 24 h. Potency, µM (titrated, usually from 9.22 µM), without a hit: top-dose activation, usual class: activators;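 note: potency is the fitted concentration of half-maximal effect; % of control where 0% means no effect; nearly all actives have a fitted effect of over 60% in size; reporter is driven by a mutant NPC1 promoter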
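Compounds in DMSO were transferred onto Huh7 NPC1-luciferase reporter cells pre-incubated 2 h; after 24 h at 37 °C, Amplite reagent was dispensed and luminescence recorded 10 min later.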
ELG1 DNA repair – blocks ELG1-dependent DNA repair in HEK293T cells | 330,000 compounds, 2.3% hits | Potency, µM (series often up to 46.1 µM), inactives show at the top dose activity change, negative = inhibition, actives largely listed as inhibitors | HEK293T ELG1-luciferase reporter, luminescence, 16 h; DNA damage induced by 5-fluorouridine; note: potency is the fitted concentration of half-maximal effect; % is set by controls: 0 for no effect and ±100 for the full control effect; nearly all actives have a fitted effect of over 55% in size
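5-Fluorouridine DNA damage + compound/DMSO, 2,000 cells/well, 16 h, 37 °C/5% CO2. ONE-Glo, 30 min RT, luminescence. Readout = decrease in reporter signal.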
MBNL1-CUG inh – MBNL1-poly(CUG) RNA binding inhibition. Q9NR56. TR-FRET MBNL1-His/biotin-(CUG)12 binding, 665/545 ratio. Potency, µM (doses to about 57.5 µM), for inactives: top-dose activity change, negative = inhibition, most hits filed as inhibitors. 280,000 compounds, 0.036% hits. AID 2675; active = well fitted inhibition curve with a large enough effect in the signal ratio, with a control signal flat, not every such curve was filed as active; inconclusive = small, poorly fitted or top-dose-only effect, or effect the other way, or a change in a side signal; inactive = no such curve, though single readings can be large or run the other way; the % refers to the signal ratio; note: potency is the fitted concentration of half-maximal effect; % is set by controls: 0 for no effect and ±100 for the full control effect
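Compounds (final 92 nM to 58 uM) are added to His-tagged MBNL1 and biotin-(CUG)12, then terbium anti-His antibody and streptavidin-XL665 (5 nM final). After 60 min at room temperature, the 665/545 nm ratio is read.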
PKM2 act – increases activity of human pyruvate kinase M2; Potency, µM (titrated, usually from 57.5 µM), for the others: at the top dose activation, actives largely listed as activators; P14618; purified PKM2, Kinase-Glo ATP luminescence, activation; response scale: 0% is enzyme alone, no compound; 260,000 compounds, 0.34% hits; note: potency is the fitted concentration of half-maximal effect; % is set by controls: 0 for no effect and ±100 for the full control effect; nearly all actives have a fitted effect of over 55% in size
Target sequence (P14618 whole entry, looked up): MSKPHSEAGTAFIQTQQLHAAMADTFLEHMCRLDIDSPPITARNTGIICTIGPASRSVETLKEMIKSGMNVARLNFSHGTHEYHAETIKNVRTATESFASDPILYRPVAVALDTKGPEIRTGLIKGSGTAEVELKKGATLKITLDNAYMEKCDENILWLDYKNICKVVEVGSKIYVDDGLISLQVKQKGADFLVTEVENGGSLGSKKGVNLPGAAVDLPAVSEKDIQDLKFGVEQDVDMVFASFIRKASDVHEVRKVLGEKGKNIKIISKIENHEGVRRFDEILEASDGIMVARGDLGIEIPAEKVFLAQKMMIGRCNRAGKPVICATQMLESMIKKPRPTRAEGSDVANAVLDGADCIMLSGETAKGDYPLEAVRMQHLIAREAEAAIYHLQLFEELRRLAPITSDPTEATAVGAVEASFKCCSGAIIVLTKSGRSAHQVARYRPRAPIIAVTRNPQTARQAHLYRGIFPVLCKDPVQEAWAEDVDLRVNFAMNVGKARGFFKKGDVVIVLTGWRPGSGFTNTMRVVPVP
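Kinase-Glo luminescence reports ATP generated from ADP (0.1 mM) and PEP (0.5 mM) by purified hPK-M2 after 1 h at room temperature, pH 7.2 imidazole buffer; intermediate enzyme activity allows detecting inhibitors and activators.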
Rab9 promoter act – activates the Rab9 promoter | Potency, µM (top dose mostly 9.22 µM), without a hit: at the top dose activation, negative = inhibition, usual class: activators | 320,000 compounds, 2.8% hits | Huh7 Rab9 promoter-luciferase reporter, luminescence, 24 h; note: potency is the fitted concentration of half-maximal effect; % of control where 0% means no effect; nearly all actives have a fitted effect of over 60% in size
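Quantitative HTS format; Huh7 Rab9-luciferase reporter cells (1500/well) receive compound 2 h post-plating, incubate 24 h at 37 °C, then get luciferase reagent for 10 min before luminescence reading.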
Menin-MLL TR inh – menin-MLL binding inhibition, Texas Red mutant peptide; O00255; Menin + Texas Red MLL mutant peptide, fluorescence polarization; Potency, µM (titrated, usually from 61.6 µM), inactives show at the highest dose FP activity change, negative = inhibition, most hits filed as inhibitors; 270,000 compounds, 0.23% hits; AID 1768; active = well fitted inhibition curve with a large enough effect in the polarisation, with a control signal flat, not every such curve was filed as active; inconclusive = small, poorly fitted or top-dose-only effect, or effect the other way, or a change in a side signal; inactive = no such curve, though single readings can be large or run the other way; the % refers to the polarisation; note: potency is the fitted concentration of half-maximal effect; % of control where 0% means no effect; many of its hits are not listed in these tables
FLuc counter – counter-screen for miR-21 project: firefly luciferase inhibitors or activators; Potency, µM (titrated, usually from 57.5 µM), without a hit: at the highest dose activity change, negative = inhibition, most hits filed as inhibitors; P08659; AID 588342; 360,000 compounds, 6.9% hits; purified FLuc, Km substrates, luminescence inhibition;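 note: potency is the fitted concentration of half-maximal effect; plate controls were vehicle for no effect and reference inhibitor for full effect; nearly all actives have a fitted effect of over 55% in size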
Target sequence (P08659 whole entry, looked up): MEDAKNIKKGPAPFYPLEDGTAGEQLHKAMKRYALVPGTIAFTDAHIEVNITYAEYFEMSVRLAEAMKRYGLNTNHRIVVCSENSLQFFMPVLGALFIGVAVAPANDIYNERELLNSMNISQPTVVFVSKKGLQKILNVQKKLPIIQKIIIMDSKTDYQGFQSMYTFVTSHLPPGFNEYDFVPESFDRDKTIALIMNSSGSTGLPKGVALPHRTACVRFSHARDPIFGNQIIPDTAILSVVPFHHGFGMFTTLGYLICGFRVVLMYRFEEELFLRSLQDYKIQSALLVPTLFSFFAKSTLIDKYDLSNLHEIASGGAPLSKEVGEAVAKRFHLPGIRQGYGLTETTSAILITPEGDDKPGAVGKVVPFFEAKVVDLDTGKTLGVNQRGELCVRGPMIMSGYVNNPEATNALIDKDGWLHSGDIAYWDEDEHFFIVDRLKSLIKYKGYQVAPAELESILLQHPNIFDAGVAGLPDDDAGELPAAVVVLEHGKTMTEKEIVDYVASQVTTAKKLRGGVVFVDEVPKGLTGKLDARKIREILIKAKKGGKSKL
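Purified P. pyralis luciferase, 10 nM final, with Km-level 10 uM D-luciferin and 10 uM ATP in 50 mM Tris acetate pH 7.5, 10 mM Mg acetate, 0.01% Tween-20, 0.05% BSA; 6-point qHTS titration about 60 µM downward; luminescence read.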
Gal4-VP16 FLuc – counter-screen for ROR gamma inhibitors: Gal4-VP16 reporter | Drosophila S2 Gal4-VP16 UAS-luciferase, luminescence, 20 h | Potency, µM (top dose mostly 53.6 µM), for inactives: top-dose activity, negative = inhibition, most hits filed as inhibitors | 310,000 compounds, 3.5% hits | AID 2546;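 note: Gal4-VP16 expression switched on by copper sulfate through the metallothionein promoter; potency is the fitted concentration of half-maximal effect; % is set by controls: 0 for no effect and ±100 for the full control effect; nearly all actives have a fitted effect of over 50% in size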
KCNH2 3.1 inh – KCNH2 3.1 (human) potassium channel inhibition; activity change, % (tested at about 1.8 µM); 340,000 compounds, 0.95% hits; U2OS KCNH2 3.1, thallium flux FluxOr; active compounds read low;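 active = maximum activity change below -70%; inconclusive = maximum activity change from -70% to -50%; inactive = maximum activity change above -50%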;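 note: thallium influx rate constant from kinetic fluorescence after stimulation buffer; % is set by controls: 0 for no effect and ±100 for the full control effect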
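Normalized rate constant (relative to positive and negative DMSO controls) derived from a 2 min kinetic fluorescence read after stimulation; U2OS cells expressing the 3.1 isoform via virus at 1.77 x 10^8 /mL.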
RORgamma inh – ROR gamma (mouse) transcription inhibition; P51450; Drosophila S2 Gal4-RORgamma UAS-luciferase reporter, 20 h; Potency, µM (highest dose often 53.6 µM), without a hit: at the top dose activity change, negative = inhibition, actives largely listed as inhibitors; 310,000 compounds, 5.4% hits; AID 2551; note: potency is the fitted concentration of half-maximal effect; % is set by controls: 0 for no effect and ±100 for the full control effect; nearly all actives have a fitted effect of over 60% in size
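ROR gamma transcriptional activity was tracked as Gal4-UAS luciferase output in stably transfected Drosophila Schneider cells, with compound added 1 hr before 700 uM copper sulfate induction and a 20 hr ambient-temperature incubation.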
* hit, by the source's call; ? = inconclusive; · = no result given; [ ] = dose if it differs, or a comment. Unless noted, calls come from the whole dose curve; as a rule, active = well fitted curve in the direction sought with a large enough effect; inconclusive = small, poorly fitted or top-dose-only effect, or another doubt; inactive = no such curve, though single readings can be large; an effect the other way counts as inactive or inconclusive. These rows are one share of the data (hit frequency here may not be typical).

SMILES	Mito fusion act	NPC1 prom act	ELG1 DNA repair	MBNL1-CUG inh	PKM2 act	Rab9 promoter act	Menin-MLL TR inh	FLuc counter	Gal4-VP16 FLuc	KCNH2 3.1 inh	RORgamma inh
Cc1ccc(S(=O)(=O)Nc2ccc(-c3nc4cc(NS(=O)(=O)c5ccc(C)cc5)ccc4o3)cc2)cc1	2%	-4%	?	14%	-9%	2%	?	0%	?	·	-42%
CCN(CC)S(=O)(=O)c1ccc2c(c1)[nH]c(=S)n2CC	-4%	-5%	?	-1%	?	-1%	-30%	-6%	-23%	7	6.3µM*
Cc1ccsc1CCNC(=O)C1CCC(=O)N(CCc2cccc(F)c2)C1 (stereo not given)	2%	2.8µM*	?	7%	-1%	2.5µM*	·	21µM*	?	-22	9%
O=C(COC(=O)C1=COCCO1)Nc1ccc2c(c1)OCO2	-2%	0%	24%	-3%	-20%	8%	-4%	-20%	3%	13	2%
Cc1cccc(N2CCN(c3ccc(C(N)=O)cc3[N+](=O)[O-])CC2)c1C	5%	-3%	-6%	4%	0%	-2%[1.84 µM]	-10%	-1%	-16%[10 µM]	4	-1%
O=C(CN1C(=O)c2ccccc2C1=O)Nc1nc(-c2cccc([N+](=O)[O-])c2)cs1	-3%	-1%	0%	-2%	-5%	9%	5%	10%	-2%	·	-11%
CC(=O)Nc1cc(NC(C)=O)c(CC(C)C)s1	-1%	1%	8%	2%	-4%	-2%	13%	1%	1%	-19	-5%
COc1ccc(/C=C/C(=O)OCC(=O)Nc2ccc(S(N)(=O)=O)cc2)cc1OC	3%	-4%	-5%	?	-11%	-7%	1%	1%	-16%	1	-3%
c1ccc(-n2ncc3c(NCC4CCCO4)ncnc32)cc1 (stereo not given)	-4%	2µM*	-2%	-10%	-3%	3.5µM*	-2%	17µM*	-24%	-1	-16%
CSCCC(NC(=O)C12CC3CC(CC(C3)C1)C2)C(=O)OCC(=O)c1ccc(C)cc1 (stereo not given)	-2%	-1%	-2%	-6%	1%	-2%	-7%	1%	?	4	-2%
O=C(COc1ccccc1Cl)NCCNC(=O)c1cccnc1	-6%	-3%	-6%	-2%	·	-2%	22%	1%	14%	-2	23%
COc1ccc(NC(=O)CCOc2ccccc2)cc1	-1%	3.2µM*	?	3%	0%	4.5µM*	?	17µM*	-12%	-13	28%

A second format for some results above.
COc1ccc(/C=C/C(=O)OCC(=O)Nc2ccc(S(N)(=O)=O)cc2)cc1OC
- Mito fusion act: 3%
- NPC1 prom act: -4%
- ELG1 DNA repair: -5%
- MBNL1-CUG inh: ?
- PKM2 act: -11%
- Rab9 promoter act: -7%
- Menin-MLL TR inh: 1%
- FLuc counter: 1%
- Gal4-VP16 FLuc: -16%
- KCNH2 3.1 inh: 1
- RORgamma inh: -3%
c1ccc(-n2ncc3c(NCC4CCCO4)ncnc32)cc1 (stereo not given)
- Mito fusion act: -4%
- NPC1 prom act: 2µM*
- ELG1 DNA repair: -2%
- MBNL1-CUG inh: -10%
- PKM2 act: -3%
- Rab9 promoter act: 3.5µM*
- Menin-MLL TR inh: -2%
- FLuc counter: 17µM*
- Gal4-VP16 FLuc: -24%
- KCNH2 3.1 inh: -1
- RORgamma inh: -16%

The list continues:
SMILES	Mito fusion act	NPC1 prom act	ELG1 DNA repair	MBNL1-CUG inh	PKM2 act	Rab9 promoter act	Menin-MLL TR inh	FLuc counter	Gal4-VP16 FLuc	KCNH2 3.1 inh	RORgamma inh
Cc1[nH]c2ccccc2c1/C=N/NC(=O)c1cc(-c2ccccc2)n[nH]1	1%	-12%	21µM*	-5%	-8%	-3%	·	24µM*	2%	0	21%
CCOC(=O)Nc1sc(C)nc1-c1ccccc1	-2%	-2%	?	6%	2%	-2%	0%	4%	1%	13	-1%
Cc1cc(C)c(NC(=O)CS(=O)CC(=O)Nc2ccc(N3CCOCC3)cc2)c(C)c1 (stereo not given)	4%	-6%	16%	-6%	0%	-2%	-10%	6%	18%	20	9%
Cc1ccc(Nc2cc(C)nc(-c3ccccc3)n2)cc1	-15%	?	?	-5%	·	?	?	21µM*	16%	-77*	39%
COc1ccc(NC(=O)NC2CCCc3ccccc32)cc1OC (stereo not given)	-4%	?	?	?	0%	0%	·	?	3%	-8	0%
CCN(Cc1ccccc1)S(=O)(=O)c1ccc(S(=O)(=O)N2CCN(CCC#N)CC2)cc1	-6%	-4%	-18%	1%	-24%	-1%	-11%	0%	-19%	18	18%
CCOC(=O)C1CCN(CC(O)COC(CC)c2ccccc2)CC1 (stereo not given)	13%	-4%	-3%	-2%	-2%[0.46 µM]	0%	-7%	4%	-2%	-7	13%
O=C(OC1CSc2nc3ccccc3n2C1)c1ccco1 (stereo not given)	-2%	1%	-2%	4%	7%	3%	-3%	2%	0%	-1	2%
COc1ccc(S(=O)(=O)c2c(O)c3ccc(C(=O)Nc4ccccc4F)cc3[nH]c2=O)cc1	0%	-4%	0%	0%	·	4%	24%	-17%	2%	2	7%
Cc1ccc(-c2n[nH]c(=O)c3ccccc23)cc1S(=O)(=O)NCCN1CCOCC1	0%	1%	0%	-5%	1%	18%	-3%	-3%	-3%	-6	-12%
COc1ccc(CNC(=O)COC(=O)CCc2c[nH]c3ccccc23)cc1	0%	-3%	0%	4%	-2%	-4%	20%	-3%	9%	10	4%
Cc1n[nH]c(=O)c2c(NC(=O)CSc3cc(Cl)ccc3Cl)oc(C)c12	-2%	3%	2%	·	·	0%	·	·	·	-5	·
CC(=O)c1cccc(-n2c(CCC(=O)O)ccc2-c2ccccc2)c1	13%	0%	7%	3%	·	8%	14%	?	23%	11	0%
O=C(NC(=S)Nc1ccccc1N1CCCCC1)c1ccc(F)cc1Cl	-20%	2%	0%	-3%	-7%	11%	·	-3%	3.2µM*	11	4.5µM*
Cc1cccc2c(N=O)c(O)n(CCc3ccccc3)c12	11%	-19%	6%	24%	·	4%	·	0%	?	-13	-39%
COc1cnc(SCCC(F)=C(F)F)[nH]c1=O	3%	0%	7%	-17%	1%	-7%	-4%	-20%	4%	-1	5%
O=C1C=C(c2cccc(OCc3ccccc3)c2)C[C@@H](c2ccc3c(c2)OCO3)C1	3%	3%	5%	·	·	-6%	·	-1%	·	-3	·
Cc1cc(Cl)ccc1OCCCC(=O)N/N=C/c1cccc([N+](=O)[O-])c1	-3%	-3%	-4%	·	5%	-7%	?	-3%	-18%	-6	11%[10 µM]
O=C1Nc2cc(C(=O)N3CCOCC3)ccc2S/C1=C\c1ccccc1	-2%	7%	?	?	·	-1%	·	?	-2%	-1	20%
CCc1cccc(OCC(=O)Nc2ccc(C)c(S(=O)(=O)N3CCCCCC3)c2)c1	?	-14%	0%	·	·	-23%	·	0%	·	-11	·
COc1cc(OC)c(N(C)S(=O)(=O)c2cccc(C(=O)NC3=NCCS3)c2)cc1Cl	0%	2%	16µM*	-1%	-1%	-8%	·	-1%	?	5	10µM*
COC(=O)c1ccc(/C=N\NC(=O)CC(=O)NCCc2ccccc2)cc1	-6%	0%	-6%	13%	-1%	-8%	-19%	5%	1%	4	0%
COc1cc(/C=C/c2nc3ccccc3c(=O)[nH]2)cc(Cl)c1O	3%	15%	?	-1%	5%	0%	?	-7%	-4%	4	9%
CC(=O)Oc1ccc(/C=C2/C(=O)N(c3ccccc3)N=C2C)cc1	2%	-3%	-1%	-9%	·	2%	?	24µM*	-4%	31	4%
COc1cc(C)nc(Oc2ccc(OCCOc3ccccc3)nn2)n1	-4%	-2%	14%	4%	-4%	-4%	-5%	1%	-17%	14	-3%
COc1ccc(Cn2c(C)c(C)c(C#N)c2NC(=O)Nc2cccc(C)c2)cc1	-2%	0%	17%	-13%	-1%	0%	-14%	5%	11%	1	-38%
Cc1ccccc1OCC(=O)NN1CCN(C)CC1	-3%	1%	?	?	0%	1%	-5%	-2%	4%	0	?
COCCN(CC(=O)Nc1cccc(C)c1C)C(=O)c1cc(-c2cccs2)nn1-c1ccccc1	4%	-3%	13µM*	·	·	-15%	·	7%	·	-7	·
